Phagocytosis inh: macrophage phagocytosis inhibition; J774A.1 macrophage IgG-bead phagocytosis, imaging; inhibition, % at 5 µM; 110,000 tested, 0.07% active; AID 1029;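 active = inhibition above the mean of the plate negative controls plus 5 SD, cut at about 13% in these data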;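 also: phagocytic index as fraction of beads internalized from green versus red external bead signal; plate controls were DMSO negative control for no effect and cytochalasin-D positive control for full effect; some results beyond the cut were filed as inactive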
NPY-Y2 antag: blocks the human neuropeptide Y Y2 receptor; P49146; NPY-Y2 expressing cells, antagonist mode; inhibition, % at 2.7 µM; 140,000 tested, 0.99% active; AID 793; in the data active = inhibition above about 17%;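 also: 0% = vehicle with agonist challenge and 100% = reference antagonist with challenge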
Target sequence (P49146 whole entry, looked up): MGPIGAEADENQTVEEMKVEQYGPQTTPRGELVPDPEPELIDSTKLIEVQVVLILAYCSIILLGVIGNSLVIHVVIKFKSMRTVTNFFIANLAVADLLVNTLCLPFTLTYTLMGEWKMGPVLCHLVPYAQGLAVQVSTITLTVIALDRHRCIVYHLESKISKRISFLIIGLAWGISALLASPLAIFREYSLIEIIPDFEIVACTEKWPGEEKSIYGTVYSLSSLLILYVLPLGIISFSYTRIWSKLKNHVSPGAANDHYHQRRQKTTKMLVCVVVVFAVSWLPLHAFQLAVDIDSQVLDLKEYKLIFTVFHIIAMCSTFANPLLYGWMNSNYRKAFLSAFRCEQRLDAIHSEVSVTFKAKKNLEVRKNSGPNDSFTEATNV
BB579 growth dn: reduces growth of yeast BB579 in restrictive medium. S. cerevisiae BB579 growth, OD615, 48 h. inhibition, % at 10 µM. 140,000 tested, 0.51% active. AID 804;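 active = inhibition above a set limit, 3 SD over the mean compound inhibition, cut at about 44% in these data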; also: inactives centre near -24
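Assay system – yeast BB579 (DeaD) · Dosing – single compound dose of 10 µM, 0.25% DMSO final · Detection – OD615 turbidity measurement · Buffer or medium – CSMM-D restrictive synthetic medium containing dextrose (glucose) · Benchmarks – positive control amphotericin B 10 µg/mL · Incubation – 48 h exposure, 30 °C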
E-sel TNF inh: blocks E-selectin expression induced by TNF alpha; HUVEC TNFa-induced E-selectin immunofluorescence, high content; inhibition, % at 2 µM; 120,000 tested, 0.71% active;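 active = inhibition above the batch mean plus 3 SD, and confirmed as a hit on visual image review, cut at about 43% in these data; inconclusive = passes the inhibition cutoff but fails visual image review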;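 also: 0% = TNF-stimulated DMSO wells and 100% = unstimulated control wells; not every result past the cut was called active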
GALR2 blocker: GALR2 (human) receptor antagonism; O43603; GALR2-expressing cells, antagonist mode; inhibition, % at 4 µM; 140,000 tested, 0.39% active; AID 828; in the data active = inhibition above about 27%;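 also: cells stimulated with galanin 1-16 at roughly its EC80; 0% = agonist challenge control and 100% = basal control without agonist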
Target sequence (O43603 whole entry, looked up): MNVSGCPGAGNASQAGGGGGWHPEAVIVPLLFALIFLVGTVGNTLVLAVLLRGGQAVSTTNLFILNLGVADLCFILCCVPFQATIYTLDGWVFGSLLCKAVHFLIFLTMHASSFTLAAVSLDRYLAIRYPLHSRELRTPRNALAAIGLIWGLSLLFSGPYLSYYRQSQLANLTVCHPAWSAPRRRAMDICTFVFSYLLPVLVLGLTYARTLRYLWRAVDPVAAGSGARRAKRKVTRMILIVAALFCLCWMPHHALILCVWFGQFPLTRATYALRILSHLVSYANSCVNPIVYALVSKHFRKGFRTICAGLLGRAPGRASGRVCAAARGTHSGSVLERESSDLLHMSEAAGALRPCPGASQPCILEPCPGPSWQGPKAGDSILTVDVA
HCT116 bCat-KO: beta-catenin-lacking colon tumor cell growth suppression | HCT116 beta-catenin knockout viability, CellTiter-Glo, 60 h; hits give low values | viability, % at 10 µM | 140,000 tested, 1.5% active | AID 818;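 active = viability at or under a set limit, the compound median less 4 SD, cut at about 6% in these data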;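 also: 0% = Hyamine 1622 control at 20 µM and 100% = untreated cell control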
Measles CPE: protection of cells from measles virus | Measles virus-infected cells, CPE protection, absorbance | protection (pct of control), % at 4 µM | 140,000 tested, 1.5% active; in the data active = protection mostly above about 24%, no sharp cut-off; inactive = mostly below about 26%; also: some compounds called inactive have numbers as strong as hits
HCT116 PTEN-null: suppresses growth of cells with PTEN deletion; HCT116 PTEN-null viability, CellTiter-Glo, 60 h; hits give low values; 140,000 tested, 1.2% active; viability, % at 10 µM;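 active = viability at or below a set limit, 4 SD under the median of all tested compounds, cut at about 3.7% in these data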;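 also: PTEN knockout HCT116 line with beta catenin targeted HCT116 as companion control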
Yeast life ext: yeast lifespan extension | S. cerevisiae growth with nicotinamide, OD615; deaD strain in restrictive glucose medium | inhibition of the nicotinamide effect, % at 10 µM | 130,000 tested, 0.68% active;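 active = inhibition above a set limit, placed 3 SD over the median of all compounds, cut at about 26% in these data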;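 also: 0% = nicotinamide-treated wells and 100% = cells grown without nicotinamide; some compounds called inactive have numbers as strong as hits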
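System: Modified budding yeast, DeaD strain | Buffer or medium: Restrictive glucose medium | Also added: 1.5 mM nicotinamide | Doses: 10 µM single point, 0.25% DMSO | Schedule: 48 h compound exposure at 30 °C, humidified | Detection: Absorbance at 615 nm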
MRP-1 activ: activators of MRP-1; AID 799; 140,000 tested, 0.61% active; H69AR cells + doxorubicin, viability rescue, CellTiter-Glo; viability increase, % at 10 µM;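 active = viability gain under doxorubicin at or above a set limit, the compound median plus 3 SD, cut at about 4.7% in these data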;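 also: MRP-1 overexpressing cells given doxorubicin 25 µM after compound pretreatment; 18-22 h compound pretreatment then 72 h with doxorubicin before readout; 0% = doxorubicin-only wells and 100% = vehicle-treated cells without doxorubicin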
Starred values were filed as active, the others as inactive; u = inconclusive; x = not tested or not shown.

SMILES | Phagocytosis inh | NPY-Y2 antag | BB579 growth dn | E-sel TNF inh | GALR2 blocker | HCT116 bCat-KO | Measles CPE | HCT116 PTEN-null | Yeast life ext | MRP-1 activ
Cc1cccc(Cn2cnc3c(nnn3Cc3ccc(Cl)cc3)c2=O)c1 | x | 7 | -19 | x | 2 | 87 | 4 | 86 | -10 | 3.9
CCOC(=O)CCP(=O)(O)C(O)c1ccc(OC)cc1 (stereo unspecified) | 0 | 3 | -25 | 24 | 0 | 90 | 11 | 98 | -4 | -1.4
CCOC(=O)c1cnc2c(-c3cccc(Br)c3)cnn2c1C | -2 | 1 | -1 | x | 5 | 97 | 7 | 105 | 4 | 2.7
CC12C(=O)N(c3ccccc3C(=O)O)C(=O)C1C1C=CC2C1 (stereo unspecified) | 2 | 1 | -6 | x | -4 | 100 | 18 | 104 | 1 | -3.5
CCOC(=O)C(C)Oc1ccccc1C1NC(=O)NC(C)=C1C(=O)Nc1ccc(C)c(C)c1 (stereo unspecified) | 3 | -3 | -90 | -23 | 3 | 95 | 25 | 100 | -12 | -0.5
C=CCc1cccc(/C=N/c2ncn[nH]2)c1O | -1 | 0 | -90 | x | -2 | 107 | 21 | 114 | 9 | 0.3
Cc1cccc(/C=N/n2c(C)nnc2C)c1 | -3 | -2 | 27 | -11 | 3 | 83 | 9 | 99 | -22 | 0.2
Cc1cccc(N=c2oc3cc(O)ccc3cc2C(N)=O)c1 | -1 | 4 | -58 | -23 | -28 | 72 | 8 | 78 | -14 | -6.2
CNC(=O)C1(C)C=CCN1C(=O)c1ccccc1 (stereo unspecified) | x | 0 | -47 | x | 16 | 96 | 2 | 100 | 1 | -1.1
O=Cc1ccc(Sc2nnc(-c3ccccc3)o2)c([N+](=O)[O-])c1 | -1 | 4 | -43 | 37 | 2 | 17 | 16 | 6 | -3 | -3.3
Nc1nc(-c2ccco2)nn1C(=O)c1cccnc1 | 0 | 0 | -33 | -27 | 12 | 89 | 1 | 102 | -2 | -1.6
CCCc1ccc(-c2c(C)sc(NC(=O)c3ccnn3C)c2C#N)cc1 | -1 | -2 | -42 | -19 | -17 | 63 | 4 | 63 | -4 | -1.3
Cc1c(OCc2nn[nH]n2)ccc2c(-c3ccccc3)cc(=O)oc12 | 0 | 1 | -10 | 7 | -4 | 96 | 23 | 94 | -5 | -2.0
Cc1cc(C)nc(NC(=O)c2cccc([N+](=O)[O-])c2C)n1 | 0 | 0 | -46 | -14 | -7 | 103 | 16 | 92 | -18 | -1.5
CCSc1nnc(N(CCC(=O)O)CCC(=O)O)s1 | -1 | 2 | -25 | x | 4 | 92 | 10 | 108 | 7 | -0.8
Nc1cccnc1Sc1cc(Cl)cc(Cl)c1 | 0 | 1 | -26 | -10 | -12 | 100 | 7 | 91 | -8 | -1.1
COc1cc(C)nc(Oc2ccc(=O)n(C)n2)n1 | -2 | 2 | -35 | -26 | 9 | 95 | 3 | 99 | -12 | -3.9
COc1ccc(C2=CC(c3sccc3C)n3nnnc3N2)cc1 (stereo unspecified) | x | 4 | -32 | -8 | 3 | 75 | 14 | 84 | -12 | -0.7
CSc1nc(N)c2c(C)c(C)sc2n1 | -4 | 5 | -46 | x | 13 | 97 | 4 | 108 | -5 | -0.6
CC(C)(C)c1ccccc1NC(=O)Cn1c(=O)cnc2ccccc21 | x | 3 | -7 | -10 | 4 | 89 | 10 | 95 | -3 | -2.4
CN(CC(=O)Nc1ccncc1)S(=O)(=O)c1ccc(Br)cc1 | -1 | -1 | -12 | 2 | -5 | 92 | 1 | 93 | 2 | -2.0
NC(=O)C1CCN(Cc2nc3ccccc3c(=O)[nH]2)CC1 | 2 | 2 | -24 | 3 | 18 | 98 | 13 | 103 | -8 | -0.7
O=C(Nc1ccccc1N1CCOCC1)c1ccccc1NS(=O)(=O)c1ccc(F)cc1 | x | 8 | -45 | 3 | 3 | 72 | 5 | 70 | 4 | -1.3
O=C(O)CCC(=O)NC1CCCCC1 | -1 | -1 | -23 | x | 0 | 99 | 5 | 107 | -5 | -0.2
O=C(CSc1nc(-c2ccco2)cc(C(F)(F)F)n1)N1CCCc2ccccc21 | x | -2 | -21 | 2 | 2 | 88 | 1 | 86 | x | -3.4
Cc1nc(N)nc2c1CCCC2 | -1 | -1 | -42 | 15 | -16 | 106 | 7 | 93 | -12 | -1.6
O=C(CCN1C(=O)c2ccccc2C1=O)N1CCN(c2ccccc2)CC1 | -1 | 4 | -19 | -29 | 0 | 93 | 15 | 83 | -3 | -0.9
O=C(NCc1cccnc1)C1CC(=O)N(C2CCCCC2)C1 (stereo unspecified) | x | -1 | -30 | -27 | -25 | 113 | 33 | 93 | -7 | 0.9
COc1ccc(OC)c(NC(=S)N2CCC(C(O)(c3ccccc3)c3ccccc3)CC2)c1 | x | -1 | -43 | x | -5 | 71 | 5 | 76 | -1 | -1.6
COc1cc(CNn2cn[nH]c2=S)cc(Cl)c1OCc1ccccc1 | x | -1 | -44 | -3 | 2 | 101 | 32 | 94 | -18 | -2.3
CCC(C)NS(=O)(=O)c1ccc(S(=O)(=O)Nc2cc3c(cc2C(C)=O)OCO3)cc1 (stereo unspecified) | -1 | -2 | -14 | x | 2 | 87 | 5 | 88 | -8 | -2.8
CCOCCCNC(=O)C(NC(=O)C1CCC(=O)N1)c1ccc(C)cc1 (stereo unspecified) | 0 | 1 | -7 | x | -4 | 98 | 40 | 97 | -4 | -2.2
Nn1c(Cc2ccccc2F)nnc1SCCOc1ccc(Cl)cc1 | -1 | 3 | -26 | x | 5 | 93 | 24 | 87 | -1 | 3.6
Cc1ccc(/C=N/N=C/c2ccc(C)cc2)cc1 | 1 | 4 | 2 | x | 2 | 101 | 37 | 105 | -6 | 0.2
O=c1c2c(-c3ccc(Cl)cc3)csc2nc2n1CCC2 | x | 4 | -15 | -46 | -18 | 88 | 1 | 89 | -17 | -1.6
CCOc1ccc(N(CC(=O)Nc2ccc(OC)cc2)S(C)(=O)=O)cc1 | 0 | -2 | -3 | -2 | 9 | 103 | 48* | 97 | -12 | -4.3
CC(CC(=O)Nc1ccc(Cl)c([N+](=O)[O-])c1)c1ccccc1 (stereo unspecified) | -2 | 9 | -4 | -49 | -10 | 12 | 5 | 6 | -12 | 0.0
Cc1ccc(-c2nsc(SCC(=O)Nc3ccc4c(c3)OCO4)n2)cc1 | -16 | 11 | -10 | -14 | -12 | 83 | 28 | 95 | -2 | 0.7
CC(C)CCNC(=O)c1ccc2c(SCC(=O)O)c3c(nc2c1)CCCC3 | -1 | 0 | -10 | -10 | 4 | 88 | 2 | 107 | 7 | 1.8
O=C(Cn1nnc(-c2ccc(N3CCOCC3)cc2)n1)OC1CCCCC1 | 0 | 2 | -32 | -22 | 2 | 80 | 11 | 88 | -24 | -2.9
Cc1[nH]c2ccccc2c1Cc1n[nH]c(=S)o1 | x | 6 | 41 | 10 | -4 | 94 | 4 | 95 | -7 | -1.7
Cc1cccc(N2CCN(c3cccc(C)c3)C2c2cccnc2)c1 | 2 | 6 | -22 | u | -2 | 80 | 23 | 78 | -12 | -1.9
Cc1ccccc1NC(=O)Cc1nnc(SCC(=O)c2ccc(Br)cc2)n1C | 1 | 0 | -19 | 16 | 0 | 89 | 13 | 90 | -2 | 1.1
NNS(=O)(=O)c1ccc(Cc2ncc(C(F)(F)F)cc2Cl)s1 | -2 | 5 | -41 | 4 | -2 | 93 | 11 | 100 | -6 | -0.8
COc1ccc(Oc2c(Cl)cnn(-c3ccccc3)c2=O)cc1 | x | 10 | -8 | x | 9 | 5.5* | 42* | 7 | -9 | -5.8
N#C/C(C(=O)Oc1ccccc1)=C1\C=Cc2ccccc2N1 | x | 5 | 1 | -19 | 2 | 84 | 20 | 88 | -16 | 1.3
COc1ccc(S(=O)(=O)NCc2ccc(C(=O)N(C)Cc3ccco3)cc2)cc1 | -2 | 0 | -39 | 31 | -8 | 92 | 7 | 87 | -5 | -5.1
COc1cc(/C=C(\NC(C)=O)C(=O)Nc2ccc(NC(C)=O)cc2)ccc1OC(C)=O | -4 | 4 | -20 | 3 | 12 | 103 | 11 | 103 | 1 | -0.8
CCC(=O)Nc1c(S(=O)(=O)c2ccc(C)cc2)c2nc3ccccc3nc2n1C(C)c1ccccc1 (stereo unspecified) | -4 | 6 | -44 | -10 | 1 | 69 | 19 | 60 | 2 | -2.3
COC(=O)CNC(=O)c1ccccc1F | -2 | 1 | -38 | 6 | -9 | 103 | 20 | 100 | -4 | 0.5
COc1cccc(-c2nn(-c3ccccc3)cc2/C=C\C(=O)c2cccs2)c1 | x | -1 | -8 | -11 | -3 | 10 | 29 | 10 | -3 | -5.6
O=C(NNc1ccccc1[N+](=O)[O-])Nc1ccc(Cl)c(Cl)c1 | -1 | -2 | -23 | -6 | 18 | 52 | 6 | 37 | 0 | -4.5
Cc1ccc(S(=O)(=O)Nc2ccccc2-c2ccccc2)cc1 | x | 2 | -21 | -35 | -3 | 14 | 2 | 21 | -9 | -5.0
N#Cc1c(N)nc2c(c1-c1ccncc1)CCCCC2 | 1 | 0 | -3 | -1 | 17 | 85 | 4 | 93 | x | -1.5
COc1ccc(N2C(=O)c3ccccc3NC23CCCCC3)cc1 | 0 | 2 | -18 | x | 2 | 95 | 15 | 88 | -10 | -0.5

Filtered by structure, the compounds so far containing a thiophene ring, fused or not (6)
SMILES | Phagocytosis inh | NPY-Y2 antag | BB579 growth dn | E-sel TNF inh | GALR2 blocker | HCT116 bCat-KO | Measles CPE | HCT116 PTEN-null | Yeast life ext | MRP-1 activ
CCCc1ccc(-c2c(C)sc(NC(=O)c3ccnn3C)c2C#N)cc1 | -1 | -2 | -42 | -19 | -17 | 63 | 4 | 63 | -4 | -1.3
COc1ccc(C2=CC(c3sccc3C)n3nnnc3N2)cc1 (stereo unspecified) | x | 4 | -32 | -8 | 3 | 75 | 14 | 84 | -12 | -0.7
CSc1nc(N)c2c(C)c(C)sc2n1 | -4 | 5 | -46 | x | 13 | 97 | 4 | 108 | -5 | -0.6
O=c1c2c(-c3ccc(Cl)cc3)csc2nc2n1CCC2 | x | 4 | -15 | -46 | -18 | 88 | 1 | 89 | -17 | -1.6
NNS(=O)(=O)c1ccc(Cc2ncc(C(F)(F)F)cc2Cl)s1 | -2 | 5 | -41 | 4 | -2 | 93 | 11 | 100 | -6 | -0.8
COc1cccc(-c2nn(-c3ccccc3)cc2/C=C\C(=O)c2cccs2)c1 | x | -1 | -8 | -11 | -3 | 10 | 29 | 10 | -3 | -5.6

Bioassay records: PubChem, several laboratories
